High-throughput results from PubChem.
Tn6 DDE FP = inhibitors of Tn6 peptide binding to fibrin DD(E), primary screen, biochemical, fluorescence polarization, human fibrin, Tn6 probe; Fibrinogen beta chain (Homo sapiens), P02675; Fibrin DD(E) TRITC-Tn6 fluorescence polarization displacement; inhibition, % at 8.3 µM; actives 0.21% (n = 370,000);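 active = inhibition above a per-campaign cutoff: mean of compounds within control limits plus 3 SD, cut at about 15% in these data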;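 note: 0% = median of all compound wells on the plate and 100% = blocking peptide control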
NR1D1 modulator = modulators of Rev-erb alpha DNA binding, primary screen, biochemical, FITC-DNA, fluorescence polarization, uHTS; Nuclear receptor subfamily 1 group D member 1 (Homo sapiens), P20393; Rev-erbα–FITC-DNA binding, 90 min; activity, % at 10 µM; actives 0.79% (n = 370,000); AID 1259318, 2017;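 active = activity above about 14%, limit read from the data; passing the limit was not always enough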;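 note: 0% = DMSO wells with 35 nM protein and 100% = DMSO wells with 750 nM protein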
Target sequence (P20393 whole entry, looked up): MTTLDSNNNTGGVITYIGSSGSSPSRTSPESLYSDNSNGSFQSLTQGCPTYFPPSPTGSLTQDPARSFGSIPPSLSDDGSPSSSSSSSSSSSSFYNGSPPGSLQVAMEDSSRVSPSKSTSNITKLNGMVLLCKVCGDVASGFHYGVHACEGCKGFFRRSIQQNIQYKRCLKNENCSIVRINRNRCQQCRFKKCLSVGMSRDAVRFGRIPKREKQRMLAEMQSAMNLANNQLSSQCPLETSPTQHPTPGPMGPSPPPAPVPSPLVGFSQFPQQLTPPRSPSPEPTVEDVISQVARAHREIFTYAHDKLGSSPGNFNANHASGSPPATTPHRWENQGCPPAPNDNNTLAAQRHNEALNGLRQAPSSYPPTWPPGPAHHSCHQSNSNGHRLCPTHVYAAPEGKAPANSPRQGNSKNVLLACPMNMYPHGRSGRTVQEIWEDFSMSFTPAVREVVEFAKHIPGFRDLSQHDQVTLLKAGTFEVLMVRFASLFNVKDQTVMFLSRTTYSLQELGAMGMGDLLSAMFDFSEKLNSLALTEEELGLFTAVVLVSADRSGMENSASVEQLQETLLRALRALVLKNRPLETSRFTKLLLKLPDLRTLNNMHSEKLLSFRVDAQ
ASAP1 GAP inh = inhibitors of human ASAP1 ArfGAP activity, primary screen, biochemical, fluorescence polarization | Arf-GAP with SH3 domain, ANK repeat and PH domain-containing protein 1 (Homo sapiens), … | ASAP1-stimulated ARF1 GTP hydrolysis, GDP FP detection | inhibition, % at 16.5 µM | actives 0.19% (n = 360,000) | AID 624377, 2012; in the data active = inhibition above about 25%;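 note: 0% = vehicle with enzyme and substrate and 100% = no enzyme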
Target sequence (Q9ULH1 325-724 limits assumed): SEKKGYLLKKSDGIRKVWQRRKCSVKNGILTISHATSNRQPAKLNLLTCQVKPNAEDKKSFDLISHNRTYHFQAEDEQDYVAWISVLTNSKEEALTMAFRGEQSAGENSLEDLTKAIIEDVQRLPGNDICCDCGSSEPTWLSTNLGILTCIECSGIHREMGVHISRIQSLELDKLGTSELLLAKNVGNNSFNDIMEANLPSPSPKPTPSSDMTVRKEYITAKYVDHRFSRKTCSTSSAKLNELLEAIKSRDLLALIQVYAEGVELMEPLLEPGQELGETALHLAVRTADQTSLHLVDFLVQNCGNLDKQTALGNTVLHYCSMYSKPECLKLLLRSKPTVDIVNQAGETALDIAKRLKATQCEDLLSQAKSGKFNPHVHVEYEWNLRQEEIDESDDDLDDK
ARFGAP1 inhibitor = inhibitors of rat ARFGAP1 GAP activity, primary screen, biochemical, fluorescence polarization, GDP tracer; ADP-ribosylation factor GTPase-activating protein 1 (Rattus norvegicus), Q62848; Arfgap1-stimulated ARF1 GTP hydrolysis, GDP FP detection; inhibition, % at 16.5 µM; actives 0.26% (n = 360,000); AID 651572, 2012;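 active = inhibition above a per-plate limit, mean inhibition of low control wells plus 3 SD, cut at about 25% in these data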;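 note: 0% = DMSO wells with enzyme and 100% = wells lacking Arfgap1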
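Material – truncated rat Arfgap1 GAP domain · Buffer or medium – HEPES-based buffer, pH 7.5 · Reagent – human ARF1(Δ1-17)-GTP substrate · Dosing – 16.5 µM single point, 1.26% DMSO · Schedule – GTP hydrolysis reaction 2 h at 25 °C · Technique – GDP detection by fluorescence polarization · Benchmarks – No-Arfgap1 wells (100%) versus DMSO full-reaction wells (0%) · Repeats – single replicate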
PLCb3 inh = human PLC-beta3 inhibitors, primary screen, biochemical, fluorescence | Purified PLC-beta3, fluorogenic substrate | 1-phosphatidylinositol 4,5-bisphosphate phosphodiesterase beta-3 (Homo sapiens), Q01970 | AID 720704, 2013 | actives 0.18% (n = 370,000) | inhibition, % at 12.2 µM; in the data active = inhibition above about 11%;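 note: 0% = median of compound wells on plate and 100% = full blocker control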
PLC-gamma1 inh = PLC-gamma1 enzyme inhibitors, primary screen, biochemical, fluorescence, purified enzyme; 1-phosphatidylinositol 4,5-bisphosphate phosphodiesterase gamma-1 (Homo sapiens), P19174; inhibition, % at 12.2 µM; actives 0.84% (n = 370,000); fluorogenic substrate; in the data active = inhibition above about 9.5%
UHRF1 MBD2 ctr = UHRF1 methylated DNA binding inhibitors, primary screen, counter-screen for MBD2 inhibitor project, biochemical, TR-FRET, human UHRF1, single concentration; E3 ubiquitin-protein ligase UHRF1 (Homo sapiens), Q96T88; UHRF1 binding to methylated oligo; inhibition, % at 4.4 µM; actives 0.75% (n = 370,000); in the data active = inhibition above about 21%;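 note: UHRF1 SRA domain binding a hemimethylated CpG hairpin DNA probe; 0% = median of test compound wells and 100% = reference inhibitor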
HGIII-sPLA2 inh = human group III sPLA2 inhibitors, primary screen, biochemical, QFRET, BODIPY PC-A2 liposome substrate. Group 3 secretory phospholipase A2 (Homo sapiens), Q9NZ20. QFRET BODIPY PC-A2 liposome hydrolysis, fluorescence. inhibition, % at 12.2 µM. actives 0.56% (n = 370,000). AID 743126, 2013;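 active = inhibition above mean plus 3 SD of compounds lying within the high and low control bounds, cut at about 19% in these data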;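 note: 0% = median of test compound wells and 100% = no enzyme DMSO wells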
KLK7 zymogen act = proKLK7 zymogen activators, primary screen, biochemical, fluorescence intensity; Kallikrein-7 (Homo sapiens), P49862; actives 0.9% (n = 370,000); purified proKLK7, EDANS-DABCYL substrate fluorescence; 100% is mature enzyme control, 0% vehicle; activation, % at 7 µM;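 active = activation above the mean of all tested compounds plus 3 SD, computed per campaign excluding outliers beyond control limits, cut at about 13% in these data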
DDE Tn7 FP inh = inhibitors of Tn7 peptide binding to fibrin DD(E), primary screen, biochemical, fluorescence polarization, human fibrin, Tn7 probe; Fibrinogen beta chain (Homo sapiens), P02675; FP displacement of FITC-Tn7 peptide from fibrin DD(E); 0% = median of compound wells per plate; inhibition, % at 8.3 µM; actives 0.13% (n = 370,000); AID 720508, 2013;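 active = inhibition above the mean of compounds falling within the control limits plus 3 SD of them, cut at about 14% in these data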;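 note: 0% = plate median of compound wells and 100% = 10 µM Aha-Tn7 peptide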
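Assay system: Human clot-derived fibrin DD(E) complex | Buffer or medium: Tris/NaCl/CaCl2 buffer, pH 7.8 | Repeats: One replicate per compound | Benchmarks: Aha-Tn7 high control | Measure: % inhibition scaled between sample-field median and high-control FP | Schedule: 10 min plus 3 h, room temperature | Signal: Fluorescence polarization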
The depositor's hits bear a star; i = inactive; / = no result given.

SMILES | Tn6 DDE FP | NR1D1 modulator | ASAP1 GAP inh | ARFGAP1 inhibitor | PLCb3 inh | PLC-gamma1 inh | UHRF1 MBD2 ctr | HGIII-sPLA2 inh | KLK7 zymogen act | DDE Tn7 FP inh
CC(C)(C)C(=O)CN1C(=O)NC2(CCc3ccccc32)C1=O (configuration not stated) | 2 | -1 | -4 | 12 | -6 | 0 | 0 | -1 | -1.2 | -6
CCn1c(=O)n(CC(=O)N2CCOCC2)c(=O)c2ccccc21 | -2 | 2 | / | / | -7 | -5 | 0 | 3 | 0.0 | 0
O=C(c1ccc(-c2ccccc2)cc1)C1CCCN(C(=O)c2ccncc2)C1 (configuration not stated) | 4 | 1 | -2 | -10 | 2 | 5 | -1 | -9 | -0.5 | -3
COc1ccc(C(=O)O/N=C(\N)c2ccncc2)cc1OC | 10 | -2 | -22 | -6 | 1 | -2 | -3 | -2 | 0.0 | 3
CC(C)NC(=O)CN1CCN(C(=O)CCl)CC1 | -1 | -1 | -4 | -4 | -2 | 1 | -1 | -2 | 0.1 | 5
CCCN(CC(=O)Nc1ccccc1OC)C(=O)Cc1ccccc1F | 3 | 3 | 5 | -1 | 3 | 3 | -4 | -2 | -0.9 | -7
CCC(=O)Nc1cc2c(cc1Cl)-c1ccccc1C2 | -8 | 0 | 1 | -2 | -4 | 1 | 2 | 0 | 0.0 | 4
Cc1cccc(C)c1-n1nnnc1C1(C)CCC(=O)N1Cc1cccnc1 (configuration not stated) | 5 | 0 | 0 | 1 | 2 | 0 | -1 | -1 | 0.3 | -3
O=C(COc1cc(O)c2c(=O)cc(-c3ccccc3)oc2c1)c1cccc([N+](=O)[O-])c1 | -1 | -6 | 10 | -2 | -5 | 6 | 1 | 3 | -0.1 | -4
CC(=O)Nc1ccc(S(=O)(=O)N(C)c2ccc(OCC(=O)OCC(=O)NCc3ccco3)cc2)cc1 | 0 | -2 | 6 | 3 | -5 | 1 | -1 | -8 | -0.8 | 2
CC1=C(C#N)C(C)C2=C(CC(C)(C)CC2=O)N1 (configuration not stated) | 2 | -2 | 15 | -9 | i | i | -2 | 7 | 16* | -3
O=C(NCCCCc1ccccc1)c1ccccc1Br | 1 | 1 | 0 | 2 | -4 | -1 | -1 | -3 | -0.1 | 1

Single values from above:
O=C(c1ccc(-c2ccccc2)cc1)C1CCCN(C(=O)c2ccncc2)C1 (configuration not stated) @ DDE Tn7 FP inh: -3
CC(C)(C)C(=O)CN1C(=O)NC2(CCc3ccccc32)C1=O (configuration not stated) @ NR1D1 modulator: -1
CC(=O)Nc1ccc(S(=O)(=O)N(C)c2ccc(OCC(=O)OCC(=O)NCc3ccco3)cc2)cc1 @ HGIII-sPLA2 inh: -8

Next section.
SMILES | Tn6 DDE FP | NR1D1 modulator | ASAP1 GAP inh | ARFGAP1 inhibitor | PLCb3 inh | PLC-gamma1 inh | UHRF1 MBD2 ctr | HGIII-sPLA2 inh | KLK7 zymogen act | DDE Tn7 FP inh
N#CC(C(O)c1ccccc1)N1CCOCC1 (configuration not stated) | 2 | -5 | -10 | 0 | -9 | 4 | 0 | 15 | 0.7 | 0
O=C(NCCCO)c1nnc(Cc2c(F)cccc2Cl)o1 | 3 | -4 | 7 | -5 | 0 | 2 | -1 | -3 | 0.4 | -6
O=C(Nc1nnc([C@H]2C[C@H](O)[C@@H](CO)O2)s1)c1cccc(Cl)c1 | -4 | -1 | 14 | 0 | -3 | 1 | 0 | 8 | -0.9 | 3
O=C(NCc1cn(-c2ccccc2)nc1-c1ccccc1)c1cc([N+](=O)[O-])cc([N+](=O)[O-])c1 | -3 | 8 | 1 | -2 | 3 | 1 | 0 | 0 | 0.1 | -5
COc1ccc(C=NNc2ccc([N+](=O)[O-])cc2S(=O)(=O)Nc2ccccc2C(=O)O)cc1OC | 1 | 11 | 1 | 0 | -296 | -208 | 1 | -43 | 0.3 | 5
CC(C)CCN1CCN(Cc2ccc(C(F)(F)F)cc2)CC1CCO (configuration not stated) | 8 | -3 | 7 | -7 | -3 | 2 | -2 | -2 | 0.5 | 8
CC(=O)Nc1ccc(NC(=O)C(NS(=O)(=O)c2cccc3nsnc23)C(C)C)cc1 (configuration not stated) | 6 | -5 | 2 | 0 | -7 | 3 | 4 | 9 | 0.4 | 1
CCOc1ccc2nc(NCCNC(=O)CC)c(C#N)cc2c1 | 7 | 10 | -3 | -8 | i | i | -4 | 0 | 29* | 3
O=C(NC1CC1)c1ccc(NC(=O)C2CCC2)cc1 | -2 | -6 | 1 | 16 | 2 | 1 | -3 | 1 | -0.2 | -6
COc1ccc(OC)c(/C=N\NC(=O)c2c(C)nc3cc(C)ccn23)c1 | 2 | 4 | 4 | 3 | i | i | -2 | -1 | 16* | -1
O=C1COc2ccc(S(=O)(=O)N3CCCC3)cc2N1 | -6 | -9 | 21 | -4 | -6 | 1 | 1 | 0 | -0.1 | 3
O=C(O)CC(C(=O)O)n1nc(-c2ccccc2)cc1-c1ccccc1 (configuration not stated) | 3 | 4 | -7 | 3 | -6 | -7 | 20 | -6 | 0.1 | 5
O=C(COC(=O)/C=C/c1ccccc1)NNC(=O)c1ccc([N+](=O)[O-])cc1 | 1 | 4 | -3 | 1 | -2 | 4 | 3 | -8 | 0.1 | 0
O=C(NCCc1nc2ccccc2[nH]1)c1ccc([N+](=O)[O-])cc1 | 5 | 2 | -4 | 0 | -6 | -1 | 2 | 3 | 1.1 | 5
Cc1cc(C)c(C#N)c(SC(C(=O)NC(C)(C)C)c2ccccc2)n1 (configuration not stated) | -3 | 7 | 9 | 4 | -8 | 1 | -2 | 7 | -0.7 | 3
Cc1c(C(=O)OCC(=O)N2c3ccccc3CC2C)oc2ccccc12 (configuration not stated) | -5 | 2 | 6 | 7 | 7 | 5 | -1 | -4 | -0.5 | 6
Cc1sc2ncnc(N3CCC(C(=O)Nc4nnc(SCc5ccccc5F)s4)CC3)c2c1C | -9 | 3 | 0 | 0 | 4 | 1 | 2 | 7 | -0.4 | -7
O=C(CCCn1c(=O)[nH]c2ccccc2c1=O)NCCSCc1ccccc1 | 0 | 0 | 8 | 7 | -5 | 1 | 1 | -2 | -0.1 | -7
COC(=O)c1cn(C(=O)c2ccccc2Cl)c2ccccc12 | 3 | 3 | 0 | 3 | 3 | 3 | 25* | 4 | -0.6 | 1
CCc1nc2c(OCC(=O)c3ccc(Cl)cc3Cl)cccn2c1N(C=O)Cc1ccccc1 | -8 | -3 | -8 | -11 | -33 | -18 | -3 | -78 | -0.2 | 1
O=C(NNC(=S)NC(=O)c1ccccc1[N+](=O)[O-])c1ccccc1O | 0 | -2 | 9 | 6 | 0 | 3 | 2 | 32* | -0.5 | -2
CC(=O)c1ccc(N(CC(=O)NC2CCCC2)C(=O)CNC(=O)c2cccs2)cc1 | 2 | 2 | -1 | 15 | -6 | -1 | 0 | 1 | 0.3 | 4
CC(NC(=O)CCNS(=O)(=O)c1cccc2nonc12)c1ccccc1 (configuration not stated) | -9 | 4 | -10 | -12 | -2 | -1 | 1 | 0 | 0.0 | 5
CCCN(CC(=O)Nc1ccc(C(N)=O)cc1)CC(=O)Nc1cc(Cl)ccc1Cl | -7 | -2 | 2 | 1 | -2 | 4 | 1 | 0 | -0.1 | 1
CN1CCCN(C(=O)CNC(=O)c2ccccc2F)CC1 | 1 | -3 | -12 | 5 | -2 | 0 | 0 | -8 | 0.2 | -2
O=C(Nc1ccccc1Oc1ccccc1)c1ccccc1F | 6 | -1 | 0 | 11 | 3 | 4 | 4 | -4 | 0.0 | -10
COc1cccc(NC(=O)NCc2ccc(F)cc2)c1 | 4 | -2 | 11 | 2 | -4 | -2 | -2 | 3 | -0.4 | 4
Cc1cccc(C)c1OCCN1CCOCC1 | 2 | 1 | 3 | 2 | 2 | 0 | -1 | -6 | -0.3 | -3
COc1cccc(OCCOc2ccc(/C=C3\C(=N)N4N=C(S(C)(=O)=O)SC4=NC3=O)cc2OC)c1 | -4 | 5 | 9 | -3 | -5 | 1 | -1 | -34 | -0.6 | 3
O=C(Nc1ccc(-c2ccc([N+](=O)[O-])cc2)cc1)c1ccccc1F | 2 | 5 | -24 | 11 | -9 | -1 | 0 | 4 | 0.1 | -1
COC(=O)[C@]12CCCCC=C1N(Cc1ccc(OC)cc1)C(=O)[C@@H]2CC(=O)N1CCCC1 | 6 | 2 | / | / | 1 | 1 | 3 | 5 | 0.0 | -7
CC1Cc2ccccc2N1C(=S)NC(=O)C1(C)CC1(Cl)Cl (configuration not stated) | 10 | 5 | 1 | -15 | -9 | 0 | 0 | 10 | 0.1 | 0
Oc1ccccc1-c1n[nH]c(-c2ccccc2O)n1 | 3 | 5 | -1 | 8 | -1 | 1 | -2 | 2 | 0.0 | 0
Cc1ccccc1N1CC(=O)Nc2c(oc3nc(-c4ccccc4)cc(C)c23)C1=O | -11 | -1 | -5 | 7 | -14 | -9 | 0 | -4 | -0.9 | 0
CN(C)/C=C/C(=O)c1ccc([N+](=O)[O-])c(CS(=O)(=O)c2ccc(Cl)cc2)c1 | -3 | 0 | -3 | 11 | 0 | 0 | 0 | -12 | -0.3 | -3
Cc1cccc(CN2C(=O)/C(=C\c3ccc(C(=O)NCCCN4CCN(C)CC4)cc3)Oc3ccccc32)c1 | -10 | -7 | 11 | 10 | i | i | -15 | -38 | -62 | 5
CC(C)N1CCN(c2ccc(S(=O)(=O)N3CCOCC3)cn2)CC1 | -1 | 1 | 12 | 6 | -3 | 5 | -4 | -2 | -0.7 | 2
O=C(CCCSc1nc2ccccc2[nH]1)NCc1ccccc1 | 5 | -6 | 1 | -2 | 1 | 0 | 0 | 0 | -0.2 | -1
COc1ccccc1N1CCN(C(=O)c2cc(=O)c3ccc(C)cc3o2)CC1 | -1 | 2 | -12 | 6 | -6 | -1 | 3 | 14 | -0.5 | 1
